Growth percent in the NCI-60 one-dose screen (48 h, 10 µM unless noted): 100 = growth as untreated, 0 = no growth, -100 = all killed.
DU-145: DU-145 prostate cancer; 4.2% of 81,000 active
PC-3: PC-3 prostate cancer cells; 3.9% of 80,000 active
UO-31: UO-31 renal cancer. 5.2% of 81,000 active
SF-539: SF-539 CNS cancer | AID 1794752 | 6.8% of 81,000 active
U251: U251 CNS tumor cells; 5.4% of 80,000 active; AID 1794753
SF-295: SF-295 CNS cancer cells; 5.6% of 79,000 active
SN12C: SN12C renal cancer cells. 3.8% of 81,000 active. AID 1794767
TK-10: TK-10 renal cancer cells | 3.9% of 81,000 active | AID 1794769
786-0: 786-0 renal cancer cells; 5.1% of 81,000 active; AID 1794775
Active calls of the source: *; . = no result given; & = joins results of further samples. Rule for the calls: active = growth percent below 10; inactive = the rest.

SMILES	DU-145	PC-3	UO-31	SF-539	U251	SF-295	SN12C	TK-10	786-0
Cc1c(C(N)=O)sc2nc(-n3nc(-c4ccc(Cl)cc4)cc3N)n(Cc3ccccc3)c(=O)c12	105	78	70	106	83	95	100	96	96
Cc1ccc(N(CC(=O)Nc2ccc(S(=O)(=O)N3CCOCC3)cc2)S(=O)(=O)c2ccc(Cl)cc2)cc1	103	60	69	91	99	101	95	103	100
COc1ccc(C2OC(N)=C(O)C2=O)cc1OC (stereo not drawn)	109	97	.	91	111	100	96	104	101
COc1cc(C2Nc3cc(C)c(C)cc3-n3c(C)cc(=O)n32)cc(OC)c1OC (stereo not drawn)	109	92	96	94	96	105	102	109	110
CCOC(=O)N1CCN(C(=O)OCC)CC1	133	98	75	.	98	107	97	115	97
C=CC(C)(C)[C@]1(C[C@@H]2NC(=O)C3CCCN3C2=O)C(=O)Nc2cc(O)ccc21 (stereo partly drawn)	111	93	100	101	100	110	101	.	106
CCCCCCCCCCCCCC(=O)c1ccccc1	105	96	94	98	95	102	96	93	105
CCOC(=O)c1c(Nc2ccccc2)nn2c(-c3ccc(F)cc3)c(C#N)cnc12	93	97	79	78	99	85	90	.	83
NS(=O)(=O)c1ccc(Nc2nc(N3CCOCC3)c3ccccc3n2)cc1	94	77	70	94	87	95	96	70	79
COc1cccc(/C=C/C(=O)OCC(=O)Nc2cccc(S(=O)(=O)N(C)C)c2)c1	100	96	89	100	105	105	98	100	97
COc1ccc(C/C(C)=C(\c2ccc(Cl)cc2)c2ccc(OCCN3CCOCC3)cc2)cc1	108	86	75	94	93	104	92	102	96
O=S(Cc1ccccc1)c1ccccc1 (stereo not drawn)	115	101	102	103	100	101	90	105	104
CC1=C(C(=O)/C=C/c2ccccc2O)C(c2ccccc2)NC(=S)N1 (stereo not drawn)	109	96	73	96	99	102	96	157	99
CN1CCC(=C2c3ccccc3C(O)c3ccccc32)CC1 (stereo not drawn)	111	.	95	100	104	104	98	101	95
NNc1ncnc2nc[nH]c12	37	63	31	101	72	46	75	67	43
CNC(=O)c1cc(-n2ccc3cc(NS(=O)(=O)c4ccc(Cl)c(C(F)(F)F)c4)ccc32)ccn1	94	80	76	96	88	87	87	90	88
COc1ncc(-c2ccc3nc(N)n(-c4ccccc4C(F)(F)F)c(=O)c3c2)cc1S(=O)(=O)Nc1ccc(F)cc1F	32	39	-13*	6.3*	28	33	56	55	34
COc1ccc(NC(=O)n2c(=O)cc(C)c3ccc(O)cc32)cc1	108	96	75	99	104	108	95	131	106
Cc1cccc(C)c1-n1c(SCCc2c[nH]c3ccccc23)nnc1-c1ccncc1	83	37	45	79	67	51	57	97	60
CC(=O)CSc1nc2nccnc2[nH]1	116	104	105	108	102	106	116	106	101
COCCOC(=O)c1ccc(C(C)C)cc1	103	83	94	99	99	104	103	.	94
O=c1[nH]c2ccccc2n2cc3ncccc3c12	113	112	98	119	104	108	94	97	115
Cc1cc(C)c(NC(=O)c2sc3nc4c(cc3c2N)C(=O)CCC4)c(C)c1	10	23	57	-6.5*	21	-11*	.	45	30
O=c1c2cc(F)ccc2nc2n1CCO2	106	102	90	.	97	99	102	98	101
Cc1ccc(C2CC(c3ccc(Cl)cc3)=NN2c2nc(-c3cc4ccccc4oc3=O)cs2)cc1 (stereo not drawn)	114	102	69	95	105	99	99	159	114
CCn1c(=N)sc2nc3ccccc3n2c1=O	107	94	88	97	89	100	95	95	107
CC(=O)C(=O)N(N)C1=NN=C2N=C(C)C=C(c3ccccc3)N2N1	116	96	77	102	115	102	102	117	103
Nc1c[nH]ccc1=O	113	92	89	95	95	100	.	96	98
O=c1[nH]c2cc(Cl)ccc2nc1/C=C(\O)c1ccc(F)cc1	122	102	89	103	106	99	107	110	106
Cc1cc(N2CCN(CC(=O)Nc3ccc4c(ccn4Cc4ccccc4)c3)CC2)nc(N2CCC(C)CC2)n1	89	40	35	93	62	88	77	71	70
O=C(CN1CCN(c2cc(=O)n(-c3ccccc3)c3ccccc23)CC1)Nc1ccc(F)cc1	69	65	41	77	80	72	78	73	82
COC(=O)C(Cc1c[nH]c2ccccc12)NC(=O)C(NC(=O)OC(C)(C)C)C(C)C (stereo not drawn)	.	80	77	112	111	95	109	117	108
C=C1c2c(C)nn(-c3ccc(O)cc3)c2N(C)C23C[C@@H]1C1(C)c4c(C)nn(-c5ccc(O)cc5)c4N(C)C(C)(C[C@H]12)C3 (stereo partly drawn)	45	13	22	24	33	27	30	57	34
Cc1cc(=O)oc2ccc3ccccc3c12	113	91	83	99	88	96	95	88	89
Cc1ccc2nc(C)c(-c3nnc(SCc4ccc([N+](=O)[O-])cc4)o3)n2c1	95	85	78	74	81	84	84	89	70
COc1cc(/C=C/C(=N/O)c2ccc(N)cc2)cc(OC)c1OC	107	77	72	.	85	98	89	83	86
CCC(C)(C)c1ccc(Nc2ccc(Nc3ccc(C(C)(C)CC)cc3)cc2)cc1	94	66	63	102	91	102	97	103	84
CC1(C)CC2=C3C=C[C@@H]4[C@@]5(C)CCC(=O)C(C)(C)[C@@H]5CC[C@@]4(C)[C@]3(C)CC[C@@]2(C(=O)O)CC1=O	97	74	44	66	61	75	85	61	32
Cn1c2ccccc2n2cc(-c3ccc([N+](=O)[O-])cc3)nc12	70	72	65	91	83	88	84	113	79
COc1ccc(C(=O)C(Br)C(Br)C(=O)O)cc1 (stereo not drawn)	111	110	102	100	104	108	99	.	100
O=C1C2=C(CCN(Cc3ccccc3)C2)N2CCN=C2N1Cc1cccs1	107	95	81	99	87	92	97	88	101
COc1cccc2c(N)cccc12	106	81	69	91	100	107	98	114	98
CCCCCCn1c(-c2ccc(C(=O)O/N=C(\N)c3ccc(Cl)cc3)cc2)nc(-c2ccccc2)c1-c1ccccc1	114	93	82	103	102	97	94	123	105
C[C@@H]1N=C(c2coc3ccccc23)Nc2nc3ccccn3c2C1=O	113	98	78	80	102	93	98	129	92
COc1ccc(-c2c(-c3ccc(OC)c(O)c3)cnc3ncnn23)cc1	105	105	94	99	102	102	105	98	103
COc1cc(C(C)O)cc(OC)c1OC (stereo not drawn)	120	96	95	106	97	98	101	114	.
CCN(CC)CCC(O)(c1ccc2c(c1)OCO2)c1cc(OC)c(OC)c(OC)c1 (stereo not drawn)	115	109	79	106	101	108	100	103	98
O=C(CSc1nc2c(c(=O)[nH]1)CCCC2)NNC(=O)c1ccccc1	107	101	95	102	105	105	109	101	106
CCn1c2c(c3ccccc31)CCSC2(C)CCN(C)C (stereo not drawn)	133	79	79	97	96	97	95	104	105
COc1ccc2c(c1)/C(=C(\C#N)C(=O)c1ccccc1)C(=O)N2	112	95	73	100	107	105	96	119	102
COc1ccc(-c2cnc3nonc3n2)cc1[N+](=O)[O-]	98	73	85	104	98	94	108	105	98
Cc1ccc(C(=O)NCCCNc2nccc(-c3c(-c4cccc(F)c4)nc4sccn34)n2)cc1	75	72	40	91	88	77	70	87	72
Cc1cc2c(cc1CCl)C(C)(C)CCC2(C)C	100	100	92	104	103	96	101	94	98
COc1ccc(-c2cn(-c3ccc(Cl)cc3)c(SCC(=O)c3ccc(Br)cc3)n2)cc1	115	91	90	103	103	97	103	101	100
CCc1cc(C(N)=S)ccn1	123&120	93&101	90&91	107&91	97&91	101&147	106&119	121	99&97
N#CC1C(=O)NC(=O)C(C#N)C12c1ccccc1Oc1ccccc12 (stereo not drawn)	99	96	.	92	95	99	88	94	88
O=C1Nc2ccc(S(=O)(=O)O)cc2C1=O	125&108	101&97	99	103&95	99&94	103&86	100&115	107&108	111&106
Cc1nc(Nc2nc(-c3ccncc3)nc(C(Cl)(Cl)Cl)n2)sc1C	107	106	94	105	103	101	108	145	102
COc1ccc(C2CC(c3ccc(Nc4ccnc5cc(Cl)ccc45)cc3)=NN2c2ccc(Cl)cc2)cc1 (stereo not drawn)	99	79	85	98	84	104	82	101	94
O=C1NN=C2c3ccccc3CN2c2c1cnn2-c1ccccc1	108	102	64	97	104	104	102	122	106

More compounds follow:
SMILES	DU-145	PC-3	UO-31	SF-539	U251	SF-295	SN12C	TK-10	786-0
Cn1cc(-c2csc(-c3c[nH]c4ccc(F)cc34)n2)c2cnccc21	-20*	21	-75*	-94*	-75*	-75*	-48*	-28*	-95*
NS(=O)(=O)c1ccc(N2Cc3cc(Cl)ccc3OC3=C2C(=O)N(CC2CCCCC2)C3=O)cc1	-94*	-62*	-84*	-99*	-91*	-19*	-65*	-97*	-85*
O=C(/C=C/c1cccc(Br)c1)c1ccccc1	92	68	71	103	.	95	97	70	72
O=[N+]([O-])c1ccc(-c2nc3ccc(-c4n[nH]c(=S)n4-c4ccccc4)cc3[nH]2)cc1	112	110	81	98	110	99	97	118	103
COc1ccc2c(c1)O/C(=C/c1ccc(OCC(=O)Nc3ccccc3)cc1)C2=O	101	91	92	93	86	100	97	102	92
C#CCOc1c(OC)cc2c3c1-c1cc4c(cc1CC3OCC2)OCO4 (stereo not drawn)	111	73	78	95	98	.	91	117	103
Oc1ccc(/C=N/Nc2nc3ccccc3s2)c(O)c1	32	33	10	34	25	36	50	23	38
CCN(CC)CCCN1C(=O)c2c(c(C)c3c(oc4ccc(OC)cc43)c2C)C1=O	112	97	64	92	96	110	100	110	40
Cc1nc2sc(C(=O)Nc3cccc(Cl)c3)c(N)c2cc1C(=O)c1ccccc1	102	94	104	93	89	83	94	89	81
OCCCC1CCN(C(Cc2ccccc2)c2ccccc2)CC1 (stereo not drawn)	103	71	78	86	93	99	102	84	82
O=C(N/N=C/c1ccc2c(c1)CCC2)c1cccc(O)c1	110	90	89	96	100	.	102	121	114
O=C(O)Cc1ccc2c(c1)Cc1cccnc1O2	107	101	94	100	102	108	100	93	98
O=c1cc(-c2ccccc2)oc2ccccc12	100	86	64	95	92	102	87	151	91
CCOC(=O)/C=C(\CC(=O)OCC)C(=O)OCC	120	104	90	100	106	114	100	104	104
COc1cc(/C=C/C(=O)/C=C/c2cc3ccc(Cl)cc3n(Cc3ccccc3)c2=O)ccc1O	-35*	-2.4*	-89*	9.9*	-65*	5.9*	-18*	14	-56*
CC1(O)C(c2ccccc2)=C(c2ccccc2)c2ccccc21 (stereo not drawn)	101	58	75	100	72	114	91	87	102
COC(=O)c1cc(=O)nc(N/N=C/c2ccc(OC)cc2)s1	116	89	79	95	.	93	91	116	105
O=C1/C(=C/c2ccc(Br)cc2)SC(=NC2CCCCC2)N1Nc1ccccc1	97	62	70	102	63	88	77	101	83
O=C(C[P+](c1ccccc1)(c1ccccc1)c1ccccc1)c1ccc([N+](=O)[O-])cc1	104	63	47	110	92	92	88	99	91
Cn1ccnc1C(=O)/C=C/c1ccc(C(=O)Nc2ccccc2F)cc1	21	25	35	-8.5*	10	6.2*	8.1*	45	18
COc1cccc(-c2nc3ccccc3s2)c1OC	113	88	71	109	101	120	96	105	106
CN(C)C1CCN(C(=O)c2ccc(NC(=O)Nc3ccc(-c4nc(N5CCOCC5)c5cccn5n4)cc3)cc2)CC1	0.6*	3.7*	8.3*	-40*	5.2*	-37*	4.1*	-21*	-19*
CCC(=O)OC1=C(C)SC2=NC(c3ccc(N)cc3)=CC(c3ccc(OC)cc3)N21 (stereo not drawn)	100	87	82	105	92	93	102	72	95
O=C1CCC(=O)NN1	105	98	91	112	99	101	103	101	104
COc1ccc(C(=O)n2nc(-c3cccnc3)nc2N)cc1	97	96	91	98	106	102	98	102	94
C=C1CCC(C(C)C)C2C1C1CC(C)(O)C3CCC(C)(O3)C2O1 (stereo not drawn)	118	109	86	93	106	105	104	95	106
COC(=O)c1cccc2c1N(C)c1c(cccc1C(=O)OC)CC2	107	97	101	106	111	104	107	121	108
C=C(C)CN(C#N)CC(=C)C	104	100	94	102	104	110	103	106	103

An excerpt from above in order of count of non-hydrogen atoms, low to high:
SMILES	DU-145	PC-3	UO-31	SF-539	U251	SF-295	SN12C	TK-10	786-0
O=C1CCC(=O)NN1	105	98	91	112	99	101	103	101	104
C=C(C)CN(C#N)CC(=C)C	104	100	94	102	104	110	103	106	103
O=c1cc(-c2ccccc2)oc2ccccc12	100	86	64	95	92	102	87	151	91
CCOC(=O)/C=C(\CC(=O)OCC)C(=O)OCC	120	104	90	100	106	114	100	104	104
COc1cccc(-c2nc3ccccc3s2)c1OC	113	88	71	109	101	120	96	105	106
COC(=O)c1cc(=O)nc(N/N=C/c2ccc(OC)cc2)s1	116	89	79	95	.	93	91	116	105
CC1(O)C(c2ccccc2)=C(c2ccccc2)c2ccccc21 (stereo not drawn)	101	58	75	100	72	114	91	87	102
COC(=O)c1cccc2c1N(C)c1c(cccc1C(=O)OC)CC2	107	97	101	106	111	104	107	121	108
O=C1/C(=C/c2ccc(Br)cc2)SC(=NC2CCCCC2)N1Nc1ccccc1	97	62	70	102	63	88	77	101	83
CCC(=O)OC1=C(C)SC2=NC(c3ccc(N)cc3)=CC(c3ccc(OC)cc3)N21 (stereo not drawn)	100	87	82	105	92	93	102	72	95
O=C(C[P+](c1ccccc1)(c1ccccc1)c1ccccc1)c1ccc([N+](=O)[O-])cc1	104	63	47	110	92	92	88	99	91
COc1cc(/C=C/C(=O)/C=C/c2cc3ccc(Cl)cc3n(Cc3ccccc3)c2=O)ccc1O	-35*	-2.4*	-89*	9.9*	-65*	5.9*	-18*	14	-56*
CN(C)C1CCN(C(=O)c2ccc(NC(=O)Nc3ccc(-c4nc(N5CCOCC5)c5cccn5n4)cc3)cc2)CC1	0.6*	3.7*	8.3*	-40*	5.2*	-37*	4.1*	-21*	-19*

Bioassay records from PubChem BioAssay.
